# a7 integrin act = integrin-mediated muscular dystrophy alleviation activation | alpha7betagal myoblasts, beta-gal FDG fluorescence, 48 h | Potency, µM (highest dose often 38.3 µM), without a hit: at the highest dose activation, hits mostly activators | hit rate 0.064% among 350,000 | AID 624291;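 also: potency is read from the fitted curve at half-maximal effect; 100% = response of the positive control SU9516; nearly all actives have a fitted effect of over 60% in size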
#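 Alpha7betagal+/- myoblasts (passage 13) were plated 16-24 hr, then exposed to compounds (1:260 dilution of DMSO stock) for 48 hours at 37C. After MPER lysis, β-galactosidase reporter activity was read as FDG fluorescence (ex 480/em 540) after 30 minutes.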
# Chronic BCR inh = inhibitors of chronic active B-cell receptor signaling | AID 493014 | ABC-DLBCL IkBa-CBG/CBR reporter, luminescence ratio, 4 h | hit rate 0.05% among 340,000 | Potency, µM (titrated, usually from 46.1 µM), for the others: at the top dose ratio change, negative = lower green/red ratio, actives largely listed as inhibitors; active = well fitted inhibition curve with a large enough effect in the signal ratio, with a control signal flat, not every such curve was filed as active; inconclusive = small, poorly fitted or top-dose-only effect, or effect the other way, or a change in a side signal; the % refers to the signal ratio;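 also: potency is read from the fitted curve at half-maximal effect; plate controls were basal doxycycline-induced cells for no effect and cells given 10 µM MG132 for full effect; MG132 reads +100%, hits lower the ratio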
#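 TMD8 human ABC-DLBCL cells with doxycycline-inducible IκBα–green luciferase fusion and unfused red luciferase, in 0.5% FBS medium; compounds up to 46 uM, 4 h at 37C. Green/red luminescence ratio, filter-overlap corrected, fitted to concentration-response curves.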
# Eya2 phos inh = blocks the phosphatase activity of human Eya2. recombinant Eya2, OMFP fluorescence dephosphorylation (OMFP is methylfluorescein phosphate). Potency, µM (series often up to 76.9 µM), without a hit: top-dose activity, negative = inhibition, most hits filed as inhibitors. hit rate 0.006% among 330,000; also: potency is read from the fitted curve at half-maximal effect; % is scaled to controls: 0 for no effect and ±100 for the full control effect
#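 Eya2 protein (added as 0.2 uM solution) was preincubated with compound for 10 min at ambient temperature in 50 mM HEPES pH 7.5, 50 mM NaCl, 5 uM MgCl2, 0.05% BSA, 1 mM DTT. OMFP (added at 50 uM) then reacted 10 min; fluorescence read at 485/525 nm.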
# TSHR antagonist = blocks TSH signaling through the human TSH receptor. P16473. TSHR-expressing cells, TSH-stimulated cAMP HTRF, 2 h; stronger effect = lower value. activity change, negative = inhibition, % at 11.5 µM. hit rate 0.2% among 330,000;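 active = activity change below a set negative limit, meaning inhibition stronger than a set level, cut at about -70% in these data; inconclusive = activity change between two set negative limits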; also: % is scaled to controls: 0 for no effect and ±100 for the full control effect
# Target sequence (P16473 whole entry, looked up): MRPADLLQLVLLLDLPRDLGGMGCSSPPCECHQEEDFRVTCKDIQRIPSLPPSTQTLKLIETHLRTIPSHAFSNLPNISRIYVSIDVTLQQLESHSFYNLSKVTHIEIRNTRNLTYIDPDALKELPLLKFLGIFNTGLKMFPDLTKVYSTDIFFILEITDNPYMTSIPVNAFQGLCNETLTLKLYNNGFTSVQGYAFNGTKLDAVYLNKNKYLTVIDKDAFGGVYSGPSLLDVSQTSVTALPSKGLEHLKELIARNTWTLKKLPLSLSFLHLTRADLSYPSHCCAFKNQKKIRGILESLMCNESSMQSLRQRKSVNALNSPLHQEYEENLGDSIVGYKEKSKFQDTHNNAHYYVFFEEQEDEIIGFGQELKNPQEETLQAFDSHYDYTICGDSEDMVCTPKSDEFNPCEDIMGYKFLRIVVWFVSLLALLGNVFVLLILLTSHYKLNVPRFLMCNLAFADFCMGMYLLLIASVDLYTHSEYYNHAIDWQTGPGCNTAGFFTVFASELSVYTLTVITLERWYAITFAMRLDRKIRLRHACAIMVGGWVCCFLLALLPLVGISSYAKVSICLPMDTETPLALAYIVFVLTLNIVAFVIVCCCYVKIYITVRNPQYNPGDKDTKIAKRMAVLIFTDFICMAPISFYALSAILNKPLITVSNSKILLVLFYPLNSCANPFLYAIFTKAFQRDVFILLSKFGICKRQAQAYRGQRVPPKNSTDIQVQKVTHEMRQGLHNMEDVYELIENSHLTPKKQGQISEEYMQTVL
#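 TSHR-expressing cells, 200/well, pre-treated with compound, then stimulated with EC80 TSH (4nM final) for 2 hours at 37 deg C. cAMP measured by competitive HTRF: anti-cAMP cryptate antibody in lysis buffer plus cAMP-d2, read after 30 minutes at room temperature.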
# TCR activator = T cell receptor activation; 330,000 tested, under 10 active; Potency, µM (top dose mostly 9.22 µM), without a hit: at the top dose activation of IL-2 secretion, actives largely listed as activators; primary human leukocytes, anti-CD3, IL-2 HTRF, 48 h; also: % of control where 0% means no effect
#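 HTRF read-out of IL-2 secretion: europium cryptate donor excited at 320nm, d2 acceptor emission at 665nm. Cells were primary human leukocytes incubated 48 hr with compounds and a-CD3 beads, supplying TCR signal only.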
# Tb PFK block = blocks T. brucei phosphofructokinase | T. brucei PFK, ADP-Glo luminescence | Potency, µM (highest dose often 57.5 µM), for inactives: top-dose activity, negative = inhibition, actives largely listed as inhibitors | AID 485367 | hit rate 0.17% among 330,000;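 also: potency is read from the fitted curve at half-maximal effect; 0% = uninhibited 1x PFK enzyme wells and -100% = no-enzyme wells; nearly all actives have a fitted effect of over 60% in size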
#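 1.25 nM PFK with 0.5 mM F6P and 0.1 mM ATP in 0.1 M TEA pH 8.0, 5 mM MgCl2, incubated 45 min at room temperature; ADP measured by ADP-Glo luminescence; compounds titrated up to 57 uM.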
# ELG1 DNA repair = inhibitors of ELG1-dependent DNA repair in HEK293T cells. HEK293T ELG1-luciferase reporter, luminescence, 16 h; DNA damage induced by 5-fluorouridine. Potency, µM (series often up to 46.1 µM), inactives show at the top dose activity change, negative = inhibition, usual class: inhibitors. hit rate 2.3% among 330,000. AID 504467; also: potency is read from the fitted curve at half-maximal effect; % is scaled to controls: 0 for no effect and ±100 for the full control effect; nearly all actives have a fitted effect of over 55% in size
#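 Quantitative HTS, concentration-response format. 2,000 cells/well co-treated with 5-fluorouridine and compound, 16 hr in 5% CO2 at 37 °C; ONE-Glo luminescence read after 30 min.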
# A-T KAP1 phos = potential ataxia-telangiectasia treatment; […] A-T fibroblasts, KAP-1 phosphorylation AlphaLISA; neocarzinostatin DNA damage 30 min before lysis; hit rate 0.19% among 320,000; Potency, µM (titrated, usually from 57.5 µM), without a hit: top-dose activation, actives largely listed as activators; also: potency is read from the fitted curve at half-maximal effect; % of control where 0% means no effect; nearly all actives have a fitted effect of over 45% in size
#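 hTERT-immortalized A-T patient fibroblasts ([…]), 500 cells/well in OPTI-MEM, 1% FBS, got compounds for 60 min, then NCS for 30 min at 37C. Lysates were then assayed for phospho-KAP-1 by AlphaLISA (anti-pKAP1 donor, anti-KAP1 acceptor beads), 6 hr at 25C.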
# S-ASM inh = blocks human secretory acid sphingomyelinase | Potency, µM (series often up to 57.5 µM), for inactives: at the top dose activity change, negative = inhibition, actives largely listed as inhibitors | hit rate 0.006% among 340,000 | AID 504937 | placental ASM, HMU-PC fluorogenic substrate, 60 min; also: potency is read from the fitted curve at half-maximal effect
#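 HMU-PC0 cleavage (9 uM final) by human placental ASM, 60 min at 37 °C following 10 min compound exposure at RT; stopped at pH 10, fluorescence Ex 386/Em 447 nm.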
# TSG101-PTAP inh = blocks PTAP/TSG101 interaction to inhibit HIV-1 budding | Potency, µM (doses to about 115 µM), for the others: at the top dose activity change, negative = inhibition, most hits filed as inhibitors | Q99816 | Fluorescence polarization, FITC-PTAP peptide / Tsg101 binding | 340,000 tested, under 10 active; active = well fitted inhibition curve with a large enough effect in the main read-out, with a control signal flat, not every such curve was filed as active; inconclusive = small, poorly fitted or top-dose-only effect, or effect the other way, or a change in a side signal; inactive = no such curve, though single readings can be large or run the other way; also: potency is read from the fitted curve at half-maximal effect; % of control where 0% means no effect
#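 Steps: Tsg101 binding domain dispensed (10 uM final), compounds pinned in DMSO, FITC-labeled PTAP-motif peptide added (50 nM final); after 20 min binding at room temperature, polarization measured.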
# Mito fusion yeast = mitochondrial division inhibition or fusion activation | S. cerevisiae fusion-defective mutant growth rescue, CellTiterGlo 48 h | Potency, µM (highest dose often 46.1 µM), for the others: at the highest dose growth rescue (activation), actives largely listed as activators | hit rate 0.23% among 320,000 | AID 485298;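 also: potency is read from the fitted curve at half-maximal effect; % of control where 0% means no effect; nearly all actives have a fitted effect of over 45% in size; temperature-sensitive fusion mutants such as fzo1-1 at 37 °C on non-fermentable ethanol glycerol medium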
#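 S. cerevisiae fusion-defective temperature-sensitive mutants (e.g. fzo1-1, mgm1-5) grown 48 h at 37C in YPEG (ethanol/glycerol non-fermentable) medium with 23 nl compound per well; growth rescue read as CellTiterGlo luminescence.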
# Numbers without * were called inactive; ? = inconclusive; . = no result given; & = joins results of further samples; [ ] = another dose, or the depositor's remark. Unless noted, calls follow the shape of the dose curve; as a rule, active = well fitted curve in the direction sought with a large enough effect; inconclusive = small, poorly fitted or top-dose-only effect, or another doubt; inactive = no such curve, though single readings can be large; an effect the other way counts as inactive or inconclusive.
SMILES,a7 integrin act,Chronic BCR inh,Eya2 phos inh,TSHR antagonist,TCR activator,Tb PFK block,ELG1 DNA repair,A-T KAP1 phos,S-ASM inh,TSG101-PTAP inh,Mito fusion yeast
COc1cc(NC(=O)CN2C(=O)COc3ccc(S(=O)(=O)N4CCCC4)cc32)cc(OC)c1,0%,-1%,-3%,-3,-1%,-3%,-5%,0%,-8%,-2%,13%
Cc1cccc(N2CCN(C(=O)CCCSc3nc4ccccc4[nH]3)CC2)c1C,-39%,-10%,4%,-1,.,-14%,?,0%,-9%,.,1%
COc1ccccc1CCNC(=O)CSc1nnc2ccc(-c3cccnc3)nn12,?,-15%,-3%,43,14%,1%,-16%,10%,-2%,-3%,1%
CCN1CCc2c(sc(NC(=O)c3ccc(S(=O)(=O)N4CC(C)OC(C)C4)cc3)c2C(N)=O)C1 (stereo not given),18%,-10%,-3%,3,-4%,1%,3%,?,0%,1%,-2%
CCN1C(=NCCc2ccccn2)N[C@@H](c2cccc(C(F)(F)F)c2)C(C(=O)OC)=C1C,3%,-1%&-7%,-18%&-1%,17&-4,-4%,4%&4%,10%,-2%&-2%,5%,-3%,-4%
COc1ccc(-c2cc(NCCc3ccncc3)n3ncnc3n2)cc1,7%,2%,11%,-10,-3%,-3%,-9%,5%,1%,-1%,1%
O=C(CN1CCN(Cc2ccccc2)CC1)NCCc1ccccc1,?,0%,-1%,-3,-12%,2%,7%,0%,1%,1%,1%
O=C(Nc1cc2c3c(c1)CC(=O)N3CCC2)c1ccc(Br)o1,7%,-20%,14%,-3,15%,2%,?,20%,2%,0%,3%
O=C(CCS(=O)(=O)c1ccc(Br)cc1)N1CCN(c2ccc(Cl)cc2)CC1,-41%,8%,-28%,-5,-5%,4%,-14%,0%,-9%,-8%,0%
COc1ccc(S(=O)(=O)N2CCC(C(=O)O)(c3ccccc3)CC2)cc1,7%,-3%,11%,6,-2%,1%,5%,4%,1%,1%,1%
O=C(Nc1ccccc1)NC1CCCCNC1=O (stereo not given),-10%,-3%,2%,-3,8%,-3%,17%,-2%,1%,-1%,2%
CCC1CCC2(CC1)SCC(=O)N2c1ccccc1 (stereo not given),0%,?,-2%,-22,6%,0%,0%,19%,3%,-3%,19%
CCN(c1ccccc1)S(=O)(=O)c1ccc(NC(=O)c2ccco2)cc1,-9%,?,-3%,-2,5%,-2%,-24%,1%,4%,1%,6%
COc1ccccc1CNC(=O)c1ccc(N2CCOCC2)c([N+](=O)[O-])c1,15%,1%,3%,8,3%,1%,5%,4%,-4%,-4%,-29%
O=C(NNC(=S)Nc1ccccc1)c1cccs1,4%,?,10%,3,4%[46.1 µM],0%,?,-7%,5%,-1%,-2%
CCC(C)N(C)C(=O)c1cc2ccccc2c(-c2ccccc2Cl)n1 (stereo not given),.,2%,-15%&4%,-3&0,-2%,0%,-1%,8%,-9%,1%,?
Cc1ccccc1N1CCN(C2CCCN(C(=O)c3cn4cccc(C)c4n3)C2)CC1 (stereo not given),?,?,-10%,16,5%,2%,?,-9%,-2%,1%,4%
O=C(c1csc2ccccc12)N1CCCCCC1,-51%[inhibitor],-1%,-8%,11,-2%,4%,-16%,1%,1%,-1%,5%
COC(=O)C1=C(C)NC2=C(C1c1ccc(O)cc1)S(=O)(=O)c1ccccc12 (stereo not given),-4%,6%,5%,3,9%,-4%,-4%,4%,20%,-3%,-2%
CC(Oc1ccc(F)cc1F)C(=O)NNC(=S)NCC1CCCO1 (stereo not given),-13%,0%,-1%,6,3%,2%,-11%,12%,4%,-3%,-8%
Cc1c(NC(=S)NC(=O)c2cccc([N+](=O)[O-])c2)c(=O)n(-c2ccccc2)n1C,?,0%,-11%,5,-4%,0%,19%,-5%,1%,-2%,0%
Cc1ccc(C)c(NC(=S)N(CCc2nc3cc(C)c(C)cc3[nH]2)Cc2cccnc2)c1,3%,-6%,1%,-6,5%,3%,?,2%,0%,-5%,-3%
Cc1ccc(C(=O)O/N=C(\N)c2ccc(C(F)(F)F)cn2)cc1,-1%,?,?,-3,-9%,1%,?,5%,3%,-2%,25%
CS(=O)c1ccccc1-c1nc(-c2cc(C(F)(F)F)cc(C(F)(F)F)c2)no1 (stereo not given),14%,-14%,-6%,5,-5%,0%,-5%,0%,-4%,0%,7%
C[C@H](NS(=O)(=O)c1ccccc1F)C(=O)OCC(=O)Nc1ccc2c(c1)OCCO2,28%,-8%,-3%,12,3%[46.1 µM],5%,1%,-7%,-1%,0%,.
CC(C)(CNC(=O)c1cc(Cl)c(O)c(Cl)c1)N1CCCCC1,32%,1%,11%,7,-10%,-2%,17%,-2%,3%,1%,-5%
Cc1ncoc1C(=O)N1CCCC(C(=O)c2ccc(-c3ccccc3)c(F)c2)C1 (stereo not given),-13%,-3%,2%,-18,-2%,1%,?,.,-16%,-3%,1%
CCCCN(C(=O)c1ccc(NC2CC2)c([N+](=O)[O-])c1)c1c(N)n(CCCC)c(=O)[nH]c1=O,-10%,?,-4%,-1,4%,8%,7%,2%,3%,1%,-3%
CCOC(=O)N1CCN(C(=O)c2ccc3nc(N4CCC(C)CC4)sc3c2)CC1,-30%,?,2%,-2,-3%,-3%,?,2%,3%,-1%,-2%
Cc1cc2c(cc1C)CSC(c1ccccc1OC(=O)C(C)C)SC2,10%,-2%,32%,-17,-3%,3%,2%,-2%,0%,-1%,0%

# The last 3 compounds of the section above come first, to join the parts.
SMILES,a7 integrin act,Chronic BCR inh,Eya2 phos inh,TSHR antagonist,TCR activator,Tb PFK block,ELG1 DNA repair,A-T KAP1 phos,S-ASM inh,TSG101-PTAP inh,Mito fusion yeast
CCCCN(C(=O)c1ccc(NC2CC2)c([N+](=O)[O-])c1)c1c(N)n(CCCC)c(=O)[nH]c1=O,-10%,?,-4%,-1,4%,8%,7%,2%,3%,1%,-3%
CCOC(=O)N1CCN(C(=O)c2ccc3nc(N4CCC(C)CC4)sc3c2)CC1,-30%,?,2%,-2,-3%,-3%,?,2%,3%,-1%,-2%
Cc1cc2c(cc1C)CSC(c1ccccc1OC(=O)C(C)C)SC2,10%,-2%,32%,-17,-3%,3%,2%,-2%,0%,-1%,0%
N/C(=N\OC(=O)Cc1ccc([N+](=O)[O-])cc1)c1ccccn1,-17%,?,6%,13,1%,-6%,0%,-4%,-5%,-1%,5%
O=C(O)c1ccc(-n2cccn2)c([N+](=O)[O-])c1,24%,2%,6%,-3,3%,2%,0%,1%,2%,-2%,1%
Cc1nn(-c2ccccc2)c(C)c1NC(=O)COc1ccc(Cl)cc1Cl,-5%,-15%,-5%,-21,-2%[46.1 µM],?,21µM*,4%,-1%,-1%,16%
CCC(C)n1c(/C=C/c2ccccc2)nc2ccccc21 (stereo not given),0%,5%,-5%,-14,4%[46.1 µM],-3%,1%,6%,123%[activator],-11%,27%
O=c1oc(/C=C/c2ccccc2)nc2ccccc12,-21%,-22%,3%,5,3%,-1%,?,2%,2%,1%,1%

# Single entries from the list:
# Under Chronic BCR inh, `CCC(C)n1c(/C=C/c2ccccc2)nc2ccccc21` (stereo not given) is entered as 5%
# Under S-ASM inh, `N/C(=N\OC(=O)Cc1ccc([N+](=O)[O-])cc1)c1ccccn1` is entered as -5%
# Under S-ASM inh, `Cc1nn(-c2ccccc2)c(C)c1NC(=O)COc1ccc(Cl)cc1Cl` is entered as -1%
# Under Tb PFK block, `O=C(O)c1ccc(-n2cccn2)c([N+](=O)[O-])c1` is entered as 2%
